Cav32 inh: inhibitors of human Cav3.2 T-type calcium channel; O95180; Cav3.2-expressing cells, Fluo-4 calcium fluorescence FDSS; stronger effect = lower value; B-score at 10 µM; 4% of 100,000 active;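 active = single-dose well whose peak fluorescence ratio is a statistical outlier from its plate by either plate-standardised score or position-corrected B-score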
Target sequence (O95180 whole entry, looked up): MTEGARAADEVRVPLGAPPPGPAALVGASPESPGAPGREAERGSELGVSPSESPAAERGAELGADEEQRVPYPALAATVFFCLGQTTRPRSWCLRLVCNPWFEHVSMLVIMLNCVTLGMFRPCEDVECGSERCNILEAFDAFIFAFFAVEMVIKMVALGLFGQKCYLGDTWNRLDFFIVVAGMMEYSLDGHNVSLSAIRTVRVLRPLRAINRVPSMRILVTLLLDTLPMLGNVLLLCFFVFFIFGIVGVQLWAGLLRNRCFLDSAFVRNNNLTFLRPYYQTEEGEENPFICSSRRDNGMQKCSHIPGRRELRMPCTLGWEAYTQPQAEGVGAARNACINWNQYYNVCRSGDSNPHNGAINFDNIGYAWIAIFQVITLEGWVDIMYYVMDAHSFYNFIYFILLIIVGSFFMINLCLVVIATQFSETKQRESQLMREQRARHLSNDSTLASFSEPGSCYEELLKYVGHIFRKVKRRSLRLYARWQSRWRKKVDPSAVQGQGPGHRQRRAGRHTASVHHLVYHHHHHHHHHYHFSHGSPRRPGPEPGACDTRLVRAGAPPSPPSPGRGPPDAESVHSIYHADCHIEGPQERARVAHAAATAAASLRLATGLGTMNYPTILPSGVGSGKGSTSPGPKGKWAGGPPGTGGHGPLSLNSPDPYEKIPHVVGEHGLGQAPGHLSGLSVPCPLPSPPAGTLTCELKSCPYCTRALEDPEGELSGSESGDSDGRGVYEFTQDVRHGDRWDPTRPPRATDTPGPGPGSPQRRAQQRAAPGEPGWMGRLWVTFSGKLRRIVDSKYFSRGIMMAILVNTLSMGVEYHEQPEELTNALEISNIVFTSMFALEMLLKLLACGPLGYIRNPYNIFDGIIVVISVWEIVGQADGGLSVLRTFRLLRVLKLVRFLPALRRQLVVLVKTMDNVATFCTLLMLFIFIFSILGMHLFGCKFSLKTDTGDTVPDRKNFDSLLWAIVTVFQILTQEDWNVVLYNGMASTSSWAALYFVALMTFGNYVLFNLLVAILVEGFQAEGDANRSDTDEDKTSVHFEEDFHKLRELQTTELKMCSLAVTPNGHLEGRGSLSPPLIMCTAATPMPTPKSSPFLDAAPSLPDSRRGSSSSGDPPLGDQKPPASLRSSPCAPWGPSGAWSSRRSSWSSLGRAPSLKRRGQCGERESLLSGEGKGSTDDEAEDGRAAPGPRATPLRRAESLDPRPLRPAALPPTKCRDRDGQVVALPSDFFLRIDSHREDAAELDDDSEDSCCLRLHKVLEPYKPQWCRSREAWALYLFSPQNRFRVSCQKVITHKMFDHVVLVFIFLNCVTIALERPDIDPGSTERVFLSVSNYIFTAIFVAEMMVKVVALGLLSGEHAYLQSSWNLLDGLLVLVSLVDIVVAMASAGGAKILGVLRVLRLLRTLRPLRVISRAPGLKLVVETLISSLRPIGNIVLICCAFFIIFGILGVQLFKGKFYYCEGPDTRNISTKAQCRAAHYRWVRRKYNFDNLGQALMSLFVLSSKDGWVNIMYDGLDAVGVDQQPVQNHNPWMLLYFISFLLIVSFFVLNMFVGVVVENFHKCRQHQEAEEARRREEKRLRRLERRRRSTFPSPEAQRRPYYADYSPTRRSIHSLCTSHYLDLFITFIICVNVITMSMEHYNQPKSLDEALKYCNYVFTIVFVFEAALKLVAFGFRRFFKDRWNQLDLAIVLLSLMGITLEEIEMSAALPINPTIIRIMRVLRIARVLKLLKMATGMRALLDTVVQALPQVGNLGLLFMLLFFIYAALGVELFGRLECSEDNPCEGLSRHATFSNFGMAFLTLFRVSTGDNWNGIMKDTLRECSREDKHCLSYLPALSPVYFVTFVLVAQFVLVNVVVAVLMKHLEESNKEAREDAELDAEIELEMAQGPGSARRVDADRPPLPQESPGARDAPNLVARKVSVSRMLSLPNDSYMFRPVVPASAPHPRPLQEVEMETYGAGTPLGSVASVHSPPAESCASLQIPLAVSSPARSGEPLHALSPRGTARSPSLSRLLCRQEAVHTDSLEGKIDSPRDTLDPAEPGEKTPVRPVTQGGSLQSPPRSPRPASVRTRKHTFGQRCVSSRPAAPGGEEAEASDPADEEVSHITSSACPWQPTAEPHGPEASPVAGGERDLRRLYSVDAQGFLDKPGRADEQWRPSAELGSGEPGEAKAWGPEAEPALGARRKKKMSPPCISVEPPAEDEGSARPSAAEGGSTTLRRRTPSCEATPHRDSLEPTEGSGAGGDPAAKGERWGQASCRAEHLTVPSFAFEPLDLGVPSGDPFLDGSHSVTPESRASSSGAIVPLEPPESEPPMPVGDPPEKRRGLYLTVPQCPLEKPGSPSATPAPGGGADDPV
Starred values were filed as active, the others as inactive.

SMILES	Cav32 inh
Nc1nnc(SC2CC(=O)N(c3ccccc3)C2=O)s1 (stereo not given)	0.767
CC(C)C(=O)Nc1ccc(NC(=O)c2ccco2)cn1	-0.701
Cc1ccc(S(=O)(=O)Cc2ccc(C(=O)O)o2)cc1	-0.142
COC(=O)C1=C(C(=O)OC)C(c2cc(Cl)ccc2O)c2sc(=O)[nH]c2S1 (stereo not given)	-0.17
Cc1cccnc1NC(=O)Cn1nc(C)c([N+](=O)[O-])c1C	-0.172
N#Cc1cc2c(nc1SCc1ccncc1)CCC2	-0.288
O=S(=O)(/N=S1/CC=CCN1S(=O)(=O)c1ccccc1)c1ccccc1 (stereo not given)	-0.466
Nc1nc2n(n1)C(c1ccco1)CC(c1ccc(F)cc1)N2 (stereo not given)	0.888
CCc1ccccc1N1C(=O)c2cccc3c(N4CCOCC4)c([N+](=O)[O-])cc(c23)C1=O	0.688
COc1cc(C2C3C(=O)N(Cc4ccccc4)C(=O)C3ON2c2ccccc2)cc(OC)c1O (stereo not given)	-1.72
Cc1ccc(Nc2nnc(SCC(=O)Nc3ccc(S(=O)(=O)N4CCOCC4)cc3)s2)cc1	-2.78
O=C(Nc1cccc(OCC(=O)N2CCOCC2)c1)C1CCCCC1	0.525
CCc1cc(=O)oc2c(CN3CCN(C)CC3)c(O)c(Cl)cc12	1.69
Cc1cc(C(=O)CSc2nnc(-c3ccc(Cl)cc3)n2C)c(C)n1CC1CCCO1 (stereo not given)	1.57
CCc1ccc(S(=O)(=O)NCc2csc(C)n2)s1	0.339
Cc1ccc(OC(=O)c2cccc(S(=O)(=O)N(C)C)c2)c(-n2nc3ccccc3n2)c1	-0.0429
O=C(O)Cn1cc(F)c(=O)[nH]c1=O	-2.11
CC(C)C[C@@H](CN(C)N=O)N(C[C@H](Cc1ccccc1)N(CCc1ccccc1)N=O)N=O	-1.89
Cc1ccc(C2=NN(S(C)(=O)=O)C(c3cccs3)C2)cc1 (stereo not given)	0.538
CCn1c(CCNC(=O)c2ccc(OC)c(OC)c2)nc2ccccc21	1.6
COc1nnc(-c2ccc(N3CCOCC3)c(NC(C)=O)c2)c2ccccc12	-0.0109
CC(=O)c1cccc(NC(=O)Nc2ccc(C)cc2)c1	-0.886
COc1ccc(S(=O)(=O)N(C)CC(=O)N2CCC(C)CC2)cc1Cl	1.02
CC1CCC(C(C)C)C2=C1C(C#N)(C#N)C(C#N)(C#N)C(c1ccccc1)N2 (stereo not given)	1.9
CC(C)C(NC(=O)c1ccccc1)c1nnc(SCC(=O)Nc2nccs2)n1C (stereo not given)	-0.0284
O=C(/C=C/c1ccccc1)N/C(=C\c1ccco1)C(=O)NCCO	1.24
C[C@H](NC(=O)c1nc[nH]c1C(=O)N[C@@H](CCCCNC(=O)OC(C)(C)C)C(=O)OC(C)(C)C)c1ccccc1	-2.24
CC(C)C(=O)Nc1cccc2nsnc12	0.357
CCn1c(CCNC(=O)c2ccc(Cl)cc2Cl)n[nH]c1=S	0.207
COC(=O)Cn1c(=NC(=O)C2CC2)sc2c(C)cc(C)cc21	-2.03
C=CCC(Nc1ccco1)c1ccccc1 (stereo not given)	-0.591
CCOC(=O)N1CCC(N(C(=O)Nc2ccc(Cl)c(Cl)c2)C(C)CC)CC1 (stereo not given)	-3.21
CCCC(C(=O)c1ccccc1)n1cncn1 (stereo not given)	0.81
COc1ccc2c(c1)nc(N)n2Cc1ccccc1	0.326
CCS(=O)(=O)N1CCN(C(=O)c2cccnc2)CC1	1.24
Cc1ccc(-c2nnc(N3CCN(C(=O)COc4ccccc4)CC3)c3ccccc23)cc1	-7.36*
O=C(CN(c1ccccc1)S(=O)(=O)c1ccccc1[N+](=O)[O-])NN=C1CCCCCCC1	-3.64
Cn1c(SCc2ccc(C#N)cc2Cl)nc2ccccc21	-0.00093
CCn1c(=NC(=O)CSCC(=O)Nc2nccs2)sc2ccccc21	0.328
Cc1ccccc1-n1c(=O)cc(N2CCN(Cc3ccccc3)CC2)[nH]c1=O	1.11
CCC(=O)NC(=S)Nc1ccc(Cl)cn1	-0.144
COc1ccc(-n2nnnc2SCC#CCO)cc1	-0.914
CC1CC(C)CN(CCOc2ccc(Cl)cc2Cl)C1 (stereo not given)	-0.766
Cc1ccc(S(=O)(=O)c2c(C)nn(C(C)(C)C)c2OC(=O)C2CCCC2)cc1	-3.01
COc1nc(Oc2ccc(=O)[nH]n2)nc(N2CCOCC2)n1	-0.183
O=C(Nc1ccccc1)N1CCCc2ccccc21	-0.49
COc1ccc(-c2nncnn2)cc1	0.0105
CCOC(=O)C1CCCN(c2c(NCC3CCCO3)c(=O)c2=O)C1 (stereo not given)	0.608

Reformatted: two of the compounds above
> COc1ccc(-c2nncnn2)cc1
  Cav32 inh: 0.0105
> CCOC(=O)C1CCCN(c2c(NCC3CCCO3)c(=O)c2=O)C1 (stereo not given)
  Cav32 inh: 0.608

Next results:
SMILES	Cav32 inh
CSc1ccccc1NC(=O)CSCc1ccc(C)cc1	-3.5
Cc1ccc(C(C(=O)NC(C)(C)C)N(C(=O)c2csnn2)C2CC2)cc1 (stereo not given)	0.852
Cc1ccc(N(CC(=O)Nc2cccc(N(C)S(C)(=O)=O)c2)S(C)(=O)=O)cc1	1.01
O=c1c2ccccc2c(/C=N/n2cnnc2)c(O)n1-c1ccccc1F	-0.884
Cc1ccc(C(=O)N2CCCCCC2)cc1Br	-0.479
CCOCC(=O)N1CCCC(C(=O)OCC)C1 (stereo not given)	0.056
CCOC(=O)c1c(C)c(C(=O)NCCOC)c(C)n1CC	0.997
Cc1ccc(OCC(=O)Nc2ccc(-c3nc4ncccc4o3)cc2)c(C)c1	0.769
Cc1ccc2cc(-c3noc(C(C)(C)C)n3)c(=O)[nH]c2c1	-0.0441
CCOc1cc(C#N)c(NC(=O)Cn2nnc3ccccc32)cc1OCC	-0.0107
CCOC(=O)N1CCN(C(=O)CSc2nnc(-c3cccc(OC)c3)o2)CC1	0.751
O=C(CN1CCNCC1)Nc1ccccc1Cl	-0.396
Cc1csc(SCc2nnc(-c3ccccc3Br)o2)n1	-0.561
CCCN(CCC)S(=O)(=O)c1ccc(C(=O)Nc2ccc(OCC(=O)N3CCOCC3)cc2)cc1	0.0349
COc1ccc(-c2ccc(C(=S)N3CCN(C(C)=O)CC3)o2)cc1	0.549
CCOCCn1c(SCc2ccc(F)cc2)nc2c1c(=O)[nH]c(=O)n2C	2.09
COc1ccccc1NC(=O)CSc1nnc(-c2ccoc2C)n1CCc1ccccc1	-2.79
O=C(CSc1nc(-c2ccccc2)cc(C(F)(F)F)n1)NCCN1CCOCC1	0.476
O=C(O)CCSCCC(=O)O	0.366
CCOC(=O)c1ccc(OCc2c(C)noc2C)cc1	0.473
Cc1ccccc1Nc1nc(N)nc(CN(C)c2ccccc2)n1	-0.969
COC(=O)Nc1ccc(S(=O)(=O)N2CCCC(C(=O)Nc3cccnc3)C2)cc1 (stereo not given)	1.18
CCn1c(CSc2nnc3ccccn23)nc2cc(C(=O)O)ccc21	0.475
O=C(c1ccccc1)C(CCC(CN1CCOCC1)C(=O)c1ccccc1)CN1CCOCC1 (stereo not given)	2.68

Single values from the results shown:
COc1nnc(-c2ccc(N3CCOCC3)c(NC(C)=O)c2)c2ccccc12 – Cav32 inh = -0.0109
CCOc1cc(C#N)c(NC(=O)Cn2nnc3ccccc32)cc1OCC – Cav32 inh = -0.0107
Cc1ccc(C(C(=O)NC(C)(C)C)N(C(=O)c2csnn2)C2CC2)cc1 (stereo not given) – Cav32 inh = 0.852
Cc1ccc(OC(=O)c2cccc(S(=O)(=O)N(C)C)c2)c(-n2nc3ccccc3n2)c1 – Cav32 inh = -0.0429
CC(=O)c1cccc(NC(=O)Nc2ccc(C)cc2)c1 – Cav32 inh = -0.886

(cont.)
SMILES	Cav32 inh
CC/C(=C\C(=O)c1ccncc1)Nc1ccc(O)cc1	0.281
O=C(NCCN1CCOCC1)c1ccc(Cl)c(S(=O)(=O)N2CCCCCC2)c1	0.762
Cc1ccc(C)c(Oc2nnnn2-c2ccccc2)c1	-2.45
Cc1ccc(SCCNS(=O)(=O)c2ccc(F)cc2)cc1	-8.68*
CCCS(=O)(=O)n1nc(-c2ccc(Br)cc2)cc1N	-2.91
CC1(c2cnc(Nc3ccccc3)s2)CCC(=O)O1 (stereo not given)	0.834
CN(C)c1nc(Oc2ccc(=O)n(-c3ccccc3)n2)nc(N2CCOCC2)n1	0.829
CCCOC(=O)CC1C(=O)NCCN1Cc1ccccc1C (stereo not given)	0.433
CC1(c2nnc(Cc3ccccc3)o2)CC(c2ccc(F)cc2)=NO1 (stereo not given)	0.205
Cc1nc2n(n1)C(c1ccccc1)C1=C(CC(c3ccco3)CC1=O)N2 (stereo not given)	-0.0526
CC(Sc1nnc(CNc2cccc3ccccc23)n1-c1ccccc1)C(=O)N/N=C/c1ccco1 (stereo not given)	-1.58
O=C(Nc1ccc(S(=O)(=O)NCCc2ccccc2)cc1)c1ccco1	-2.23

Six entries drawn at random from those above:
SMILES	Cav32 inh
CC(=O)c1cccc(NC(=O)Nc2ccc(C)cc2)c1	-0.886
Cc1ccc(C(C(=O)NC(C)(C)C)N(C(=O)c2csnn2)C2CC2)cc1 (stereo not given)	0.852
N#Cc1cc2c(nc1SCc1ccncc1)CCC2	-0.288
CC(C)C(=O)Nc1ccc(NC(=O)c2ccco2)cn1	-0.701
Nc1nc2n(n1)C(c1ccco1)CC(c1ccc(F)cc1)N2 (stereo not given)	0.888
CC(C)C(NC(=O)c1ccccc1)c1nnc(SCC(=O)Nc2nccs2)n1C (stereo not given)	-0.0284

The listing continues.
SMILES	Cav32 inh
Cc1ccc(N(C)C(=O)N2CCN(S(=O)(=O)c3ccc4ccccc4c3)CC2)cc1	-3.57
Cc1ccc(S(=O)(=O)N2CCCCC2C(=O)N2CCN(Cc3ccccc3)CC2)cc1 (stereo not given)	1.25
Cc1ccc(Cl)cc1N1CCN(C(=O)Cc2cn(C)c3ccccc23)CC1	-1.5
O=C(CN(c1ccc(Cl)c(C(F)(F)F)c1)S(=O)(=O)c1ccccc1)N1CCOCC1	-0.0385
COc1cccc(-n2nnc3c(=O)n(CC(=O)N4CCC(C)CC4)cnc32)c1	1.05
Cn1nc(-c2ccc(Cl)cc2)c2cc(C(=O)N3CCOCC3)sc21	1.78
CCC1=NN(C(=O)C(=O)Nc2ccccc2OC)C(O)(C(F)(F)F)C1 (stereo not given)	-0.431
O=C(O)C1OC(Oc2cc3oc(-c4ccccc4)cc(=O)c3c(O)c2O)C(O)C(O)C1O (stereo not given)	1.73
COc1ccc(N=c2scc(-c3ccc(OC)cc3)n2CCO)cc1	-0.532
CCCCN(C)CCn1c(=S)[nH]c2ccc(N3CCOCC3)cc2c1=O	0.472
CCO[C@H]1OC(C(=O)NCc2nc3ccccc3[nH]2)=C[C@@H](c2ccccc2)[C@@H]1CCCO	-0.225
Cc1ccc(NC(=O)C2CCN(C(=O)NC3CCCCC3)CC2)c(C)c1	0.889

Continued (4 carried over from the part before).
SMILES	Cav32 inh
COc1ccc(N=c2scc(-c3ccc(OC)cc3)n2CCO)cc1	-0.532
CCCCN(C)CCn1c(=S)[nH]c2ccc(N3CCOCC3)cc2c1=O	0.472
CCO[C@H]1OC(C(=O)NCc2nc3ccccc3[nH]2)=C[C@@H](c2ccccc2)[C@@H]1CCCO	-0.225
Cc1ccc(NC(=O)C2CCN(C(=O)NC3CCCCC3)CC2)c(C)c1	0.889
CCn1c(CNc2ccc(F)cc2)nnc1SCC(=O)N1CCCc2ccccc21	-2.85
Cc1cc(C)cc(-n2nnc(C(=O)NCc3ccccc3)c2N)c1	-0.0237
CCn1nc2cc(C(=O)NCc3cc(C(F)(F)F)cc(C(F)(F)F)c3)ccc2c1OC	-0.716
Cc1c(Br)c([N+](=O)[O-])nn1C(C)C(=O)NCc1cccs1 (stereo not given)	0.78
CCc1nnc(NC(=O)CSc2nnc(-c3cccnc3)n2CCc2ccccc2)s1	0.503
O=C(O)c1cccc(-c2nnn(Cc3ccccc3)n2)c1	-1.09
COc1ccc(CCSc2nnc(C3CCCCC3)n2N)cc1	-0.0635
Cn1c(=O)[nH]c(=O)c2c1nc(NC1CCCCC1)n2Cc1ccccc1	-1.25
Cc1ccc(-n2c(SCn3nnc4ccccc4c3=O)nnc2-c2cccnc2)c(C)c1	-0.0208
CC(C)CCNC1=NCCCCC1	-0.284
Cc1onc(-c2ccccc2)c1-c1n[nH]c(=S)n1-c1ccc(C(=O)O)cc1	-0.361
O=C1CSc2ccccc2N1Cc1ccccc1F	-1.08
CC1(C)Cc2c(C#N)c(NC3CCCCC3)nc(-c3ccco3)c2CO1	-1.54
COc1ccc(N2CCN(C(=O)C3COc4ccccc4O3)CC2)cc1 (stereo not given)	-0.0113
CC(C)NC(=O)c1ccc2c(c1)nnn2C	0.0423
CC(c1nnnn1C(C)(C)C)N(Cc1cccnc1)Cc1ccccc1Cl (stereo not given)	-0.78
CCOc1ccc2nc(N3CCC(C(=O)N4CCN(c5ncccn5)CC4)CC3)sc2c1	1.17
CCCN1CNC(=S)N(c2cccc(C)c2C)C1	0.952
Cc1cc([N+](=O)[O-])c(C(C)(C)C)cc1N	0.804
CCOC(=O)CCSCC(=O)Nc1nnc(C)s1	0.456
Cn1c(-c2ccccc2)cc(=O)c2ccccc21	0.0307
COCCN1C(=O)C(O)=C(C(=O)c2cccs2)C1c1ccccc1 (stereo not given)	1
CC1CCN(S(=O)(=O)c2ccc(NC(=O)CCN3C(=O)c4ccccc4C3=O)cc2)CC1	-2.46
CCOC(=O)C1CCCN(C(=O)Nc2ccccc2)C1 (stereo not given)	0.789
Cc1ccc(S(=O)(=O)N2CCN(C(=O)CSC3CCCC3)CC2)c(C)c1	-3.73
C#CCOCCOCCOCCNc1nc(N2CCN(C(=O)[C@H](CCCCN)n3cc([C@@H](N)CC(C)C)nn3)CC2)nc(N2CCN(C(=O)[C@H](Cc3cc4ccccc4[nH]3)n3cc([C@@H](N)Cc4ccc(O)cc4)nn3)CC2)n1	0.442
C=CCn1c(SCc2ccccc2)nc2scc(-c3ccc(C)o3)c2c1=O	-0.684
CN1[C@@H]2CC[C@H]1CC(OC(=O)C(CO)c1ccccc1)C2 (stereo not given in full)	-0.0471
Cc1ccccc1CS(=O)(=O)CC1(O)CCN(C(=O)c2cccc(C(F)(F)F)c2)CC1	0.394
Cc1cnc(C(=O)Nc2cccc3ncccc23)cn1	0.536
CCOC(=O)c1ccc(Oc2nc(OC)nc(N(C)C)n2)cc1	-0.259

High-throughput results as filed in PubChem.

Not all compounds are listed; the hit share may differ from the screen's.
